# B2AR arrestin: recruits beta-arrestin to the human beta2-adrenergic receptor; P07550; beta-arrestin recruitment to beta2AR, cell-based reporter; Potency, µM (highest dose often 46.1 µM), inactives show at the highest dose activation, usual class: activators; 330,000 compounds, 0.02% hits;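 further: potency means the concentration at half of the fitted maximal effect; 0% = DMSO controls and full agonism = EC100 isoproterenol or metaproterenol; nearly all actives have a fitted effect of over 65% in size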
# Menin-MLL TR inh: menin-MLL binding inhibition, Texas Red mutant peptide. Menin + Texas Red MLL mutant peptide, fluorescence polarization. Potency, µM (highest dose often 61.6 µM), for inactives: top-dose FP activity change, negative = inhibition, actives largely listed as inhibitors. 270,000 compounds, 0.23% hits; active means well fitted inhibition curve with a large enough effect in the polarisation, with a control signal flat, not every such curve was filed as active; inconclusive means small, poorly fitted or top-dose-only effect, or effect the other way, or a change in a side signal; inactive means no such curve, though single readings can be large or run the other way; the % refers to the polarisation; further: potency means the concentration at half of the fitted maximal effect; % of control where 0% means no effect; many of its hits are not listed in these tables
# KCNH2 3.1 inh: inhibitors of human KCNH2 3.1 potassium channel isoform; U2OS KCNH2 3.1, thallium flux FluxOr; active compounds read low; activity change, % (tested at about 1.8 µM); 340,000 compounds, 0.95% hits; AID 720553;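 active means maximum activity change below -70%; inconclusive means maximum activity change from -70% to -50%; inactive means maximum activity change above -50%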;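 further: thallium influx rate constant from kinetic fluorescence after stimulation buffer; on the % scale 0 is the no-effect control and ±100 the full control effect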
#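 U2OS cells transduced with KCNH2 3.1 mutant virus (1.77 x 10^8 /mL, 4 h), plated overnight at 37 C, loaded 45 min with FluxOr dye plus Red40 quencher. Thallium flux rate constant from kinetic reads after stimulation buffer, normalised to controls.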
# GALK inhibitor: galactokinase (human) inhibition | P51570 | Purified GALK, Kinase-Glo residual ATP luminescence | Potency, µM (top dose mostly 57.5 µM), inactives show top-dose activity change, negative = inhibition, actives largely listed as inhibitors | 270,000 compounds, 0.007% hits; further: potency means the concentration at half of the fitted maximal effect; on the % scale 0 is the no-effect control and ±100 the full control effect
#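 Luminescence from leftover ATP (Ultra-Glo luciferase/luciferin) served as read-out after a 1 h room-temperature reaction of 5 nM GALK with 35 uM ATP and 100 uM galactose.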
# USP2a block: inhibitors of human ubiquitin-specific protease USP2a; Potency, µM (highest dose often 38.3 µM), for inactives: at the highest dose activity change, negative = inhibition, hits mostly inhibitors; O75604; USP2 core, Ub-CHOP2 coupled fluorogenic reporter, 485/531; AID 463254; 330,000 compounds, 0.01% hits;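 further: potency means the concentration at half of the fitted maximal effect; plate controls were DMSO wells for no effect and full inhibition by NEM control for full effect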
#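 Deubiquitinase activity read as fluorescence (485/531 nm) after Ub-CHOP2 cleavage activates the enterokinase reporter on its substrate; USP2 core 10nM, Ub-CHOP2 and substrate 25nM each, 30min compound preincubation then 60min RT; data normalized to NEM, curves fitted.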
# CXXC DNA block: blocks binding of human MLL CXXC domain to DNA | 290,000 compounds, 0.037% hits | MLL-CXXC / FITC-HOXA9 DNA fluorescence polarization | Q03164 | Potency, µM (top dose mostly 115 µM), for the others: top-dose activity change, negative = inhibition, usual class: inhibitors; active means well fitted inhibition curve with a large enough effect in the polarisation, with a control signal flat, not every such curve was filed as active; inconclusive means small, poorly fitted or top-dose-only effect, or effect the other way, or a change in a side signal; inactive means no such curve, though single readings can be large or run the other way; the % refers to the polarisation; further: potency means the concentration at half of the fitted maximal effect
#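 Purified MLL-CXXC (added from a 7 uM solution) was preincubated 5 min at ambient with pinned compounds in 50 mM Tris-HCl pH 7.5, 50 mM NaCl, 1 mM DTT, 0.05% BSA. Fluorescein-labeled HOX-A9 DNA (50 nM solution) followed, 30 min, then polarization read.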
# TRPV1 ag: agonists of human vanilloid receptor 1 (TRPV1) | TRPV1-expressing cells, Fluo-8 calcium influx, agonist mode | 320,000 compounds, 0.19% hits | activation, % at 8.33 µM | Q8NER1; in the data active means activation above about 80%; inconclusive means between about 30% and that limit; further: 0% is about no effect
#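 TRPV1-expressing cells were cultured overnight at 35.5C and loaded with Fluo-8 calcium dye for 40 to 90 min at room temperature. After a 10 s baseline, compound was added and calcium influx was read kinetically for 3 min (ex 480/em 520 nm).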
# PKM2 act: increases activity of human pyruvate kinase M2; Potency, µM (series often up to 57.5 µM), without a hit: at the top dose activation, actives largely listed as activators; P14618; 260,000 compounds, 0.34% hits; purified PKM2, Kinase-Glo ATP luminescence, activation; response scale: 0% is enzyme alone, no compound; further: potency means the concentration at half of the fitted maximal effect; on the % scale 0 is the no-effect control and ±100 the full control effect; nearly all actives have a fitted effect of over 55% in size
#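 Purified hPK-M2 (>95%) run at intermediate activity with 0.1 mM ADP and 0.5 mM PEP in 50 mM imidazole pH 7.2, KCl, MgCl2; 1 h room temperature. ATP formed read by Kinase-Glo luminescence; normalized to uninhibited and no-enzyme controls.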
# hERG WT inh: KCNH2 (human, wildtype) channel inhibition; Q12809; U2OS, BacMam KCNH2, thallium flux FluxOr; active compounds read low; activity change, % at 1.84 µM; 340,000 compounds, 0.37% hits; AID 720551;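 active means maximum activity change below -70%; inconclusive means maximum activity change between -70% and -50%; inactive means maximum activity change above -50%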; further: on the % scale 0 is the no-effect control and ±100 the full control effect
#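 U2OS cells were transduced with wild-type KCNH2 virus (2.03 x 10^8 / mL) for 4 h at room temperature, then cultured overnight at 37 C. Thallium flux was read with FluxOr dye. Rate constants were normalized to DMSO controls.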
# Coupling enz: counter-screen for Giardia aldolase inhibitors: coupling enzyme system | coupling enzyme system counterscreen, AmpLite Red fluorescence | AID 2472 | activity change, negative = inhibition, % at 58.2 µM, hits read low | 290,000 compounds, 0.67% hits; in the data active means activity change below about -30%; further: on the % scale 0 is the no-effect control and ±100 the full control effect
#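 Activity here indicates interference with the coupling reaction, not aldolase inhibition. Compounds at 57.5 uM final met coupling enzymes for 10 min at RT; substrate and AmpLite Red detection followed, with a 525/598 nm fluorescence read after 20 min.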
# Giardia killer: kills Giardia lamblia. Giardia lamblia trophozoite viability. activity change, % at 7.66 µM, hits read low. 340,000 compounds, 0.15% hits; in the data active means activity change below about -80%; inconclusive means between about -30% and that limit;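 further: parasites exposed to compound for two days anaerobically before the ATP read; on the % scale 0 is the no-effect control and ±100 the full control effect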
#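 Trophozoites 100 cells/well + cpd; 48 hrs, 37 deg C, anaerobic. ATPLite 1-Step added, 15-30 min RT, luminescence read (ATP-based viability).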
# The depositor's hits bear a star; ? = inconclusive; · = no result given; [ ] = remark or other dose. Unless noted, the call rests on the fitted dose curve; in most records, active means well fitted curve in the direction sought with a large enough effect; inconclusive means small, poorly fitted or top-dose-only effect, or another doubt; inactive means no such curve, though single readings can be large; an effect the other way counts as inactive or inconclusive. Some of the compounds tested; rates above refer to the full screens.
SMILES,B2AR arrestin,Menin-MLL TR inh,KCNH2 3.1 inh,GALK inhibitor,USP2a block,CXXC DNA block,TRPV1 ag,PKM2 act,hERG WT inh,Coupling enz,Giardia killer
Cc1cnc(C(=O)OCC(=O)NCCCc2ccccc2)cn1,0.2%,4%,-3,9%,0%,5%,-5,2%,0,3,-4
O=C1CCC(C(=O)OCC(=O)Nc2cc(Cl)ccc2F)=NN1,0.4%,·,17,·,-1%,·,·,·,-6,·,-3
COc1ccc(-n2nc3c(c2NC(=O)c2ccco2)CS(=O)(=O)C3)cc1,-0.4%,14%,-24,3%,1%,9%,-2,-1%,-13,1,-4
O=S(=O)(c1cccc(COc2ccc(Cl)cc2Cl)c1)N1CCOCC1,0.0%,·,-8,1%,0%,4%,25,0%,16,·,-10
CCOc1cc(-c2noc(CCCC(=O)NC3CCCCC3)n2)ccc1OC,-0.2%,?,21,17%,0%,-5%,0,0%,-4,4,5
Cc1ccsc1/C=N/n1cnc2sc(C)c(C)c2c1=O,-0.4%,-4%,5,1%,7%,-2%,1,3%,-2,-5,2
Cc1ccc(S(=O)(=O)Nc2c(C)n(C)n(-c3ccccc3)c2=O)cc1C(=O)OC(C)C(=O)N(C)c1ccccc1 (stereo not given),-0.8%,-24%,-3,0%,-1%,7%,1,-1%,27,0,-3
Cc1ccc(N(CC(=O)NC(C)(C)C)C(=O)CS(=O)CC(=O)Nc2ccc3c(c2)OCO3)cc1 (stereo not given),0.2%,-14%,0,5%,-1%,-6%,-3,?,8,0,-7
COc1ccc(C(=O)N2CC(=O)Nc3ccccc32)cc1S(=O)(=O)N1CCOCC1,-0.4%,·,-2,-3%,0%,-10%,2,-1%,0,-2,12
Fc1ccc(N/N=C2/CCSc3sccc32)c(F)c1,0.3%,·,·,2%,0%,2%,2,-3%,·,-1,-14
Nc1nc2c(nc(SCc3ccccc3Br)n2C2OC(CO)C(O)C2O)c(=O)[nH]1 (stereo not given),0.2%,12%,-9,4%,-4%,7%,3,9%,-1,0,-6
CCCc1cc(C(=O)Cc2ccccn2)c(O)cc1O,-0.1%,-12%,-5,0%,-2%,18%,?,·,1,-1,-13
O=C(CSc1ccccn1)Nc1ccc(NC(=O)CSc2ccccn2)cc1,-0.1%,?,9,-1%,-6%,1%,-2,?,-4,1,-13
COc1ccc(OC)c(-c2nc(C(=O)NCCCN3CCOCC3)cc3c2[nH]c2ccccc23)c1,-0.2%,-16%,-7,·,-1%,1%,5,-6%,-8,-1,8
Cc1ccc(Sc2cnc(N)nc2C)cc1,0.5%,3%,14,0%,2%,7%,0,-3%,-1,0,-19
COc1cc(C(=O)NC2CCN(Cc3nnnn3Cc3ccc(F)cc3)CC2)cc(OC)c1OC,0.1%,-16%,-8,1%,1%,-3%,-2,-9%,2,0,-12
O=C(Nc1ccc(Cl)cc1)Nc1nnc(CSCc2ccccc2Cl)s1,0.3%,?,-10,0%,2%,3%,1,-9%,15,10,-22
O=c1c2ccccc2nc2n1CC/C2=C\c1ccccc1[N+](=O)[O-],0.6%,-4%,·,0%,1%,-6%,-2,1%,·,1,·
COc1cccc(/C=C/C(=O)OCC(=O)Nc2ccc(Cl)cn2)c1,0.0%,-12%,·,-1%,1%,-27%,1,2%,·,2,·
CCOC(=O)c1c(C)[nH]c(-c2csc(N)n2)c1C,-0.8%,-5%,-13,0%,7%,2%,-1,?,-7,3,10
O=c1c2cccnc2n(-c2ccccc2)n1Cc1c(Cl)cccc1Cl,-0.1%,18%,5,1%,2%,2%,3,1%,-17,0,6
O=C(O)C(Cc1c[nH]c2ccccc12)NS(=O)(=O)c1ccc2ccccc2c1 (stereo not given),1.6%,5%,5,2%,-1%,18%,2,-2%,·,0,-2
O=C(O)C(Cc1c[nH]c2ccccc12)NS(=O)(=O)c1cccc2nsnc12 (stereo not given),4.0%,-9%,-5,1%,5%,-3%,-2,-5%,-2,-11,-10
C=CCNC(=O)/C(C#N)=C/c1c(C)nn(-c2ccc(Cl)cc2)c1Cl,-0.5%,35%,5,-1%,2%,17%,1,8%,·,-2,5
CN1CCN(c2ccc(NC(=S)NC(=O)/C=C/c3ccco3)cc2)CC1,0.0%,?,12,-1%,3%,-2%,-5,-1%,-6,0,16
SMILES,B2AR arrestin,Menin-MLL TR inh,KCNH2 3.1 inh,GALK inhibitor,USP2a block,CXXC DNA block,TRPV1 ag,PKM2 act,hERG WT inh,Coupling enz,Giardia killer
O=C(O)c1ccc(N/N=C/c2ccc(-c3ccccc3)cc2)cc1,-0.2%,?,-7,-2%,0%,7%,4,-3%,-1,8,-6
CCOC(=O)C1C(=O)C=C(c2ccc(NS(C)(=O)=O)cc2)CC1c1ccco1 (stereo not given),-0.4%,?,-13,-1%,-1%,3%,16,15%,-6,16,-7
CCCc1cc(=O)[nH]c(N2CCN(Cc3ccc4c(c3)OCO4)CC2)n1,0.0%,?,13,-2%,5%,-1%,14,·,31,0,3
C=CCNC(=S)/N=c1/scc(C)n1C,-0.4%,-9%,14,·,1%,0%,-3,-1%,-5,-2,4
CCCCn1c(=O)c(-[n+]2ccccc2)c([O-])c2ccccc21,-0.7%,-2%,-5,0%,-2%,-9%,5,-6%,0,-19,-2
COC(=O)C(NNc1ccccc1)(NC(=O)c1cccc(F)c1)C(F)(F)F (stereo not given),0.2%,3%,1,-2%,0%,6%,2,-2%,-4,-20,3
Cc1c(S(=O)(=O)c2ccccn2)c(N)n(Cc2cccc(Cl)c2)c1C,4.0%,·,10,0%,0%,7%,-4,-1%,-5,-2,5
CC(=O)N(C)C1=C(O)c2ccccc2C(=O)C1=O,-0.6%,-20%,4,-1%,-1%,10%,1,4%,-20,·,18
CCCOc1ccc(/C=N/Nc2cc(N3CCOCC3)ncn2)c(O)c1,-0.1%,?,-2,3%,-3%,11%,11,0%,-1,5,17
O=C1Nc2ccccc2N(O)N1c1cc(-c2ccccc2Cl)no1,-0.3%,7%,15,1%,1%,-11%,-6,-15%,-30,8,1
CC(C)c1ccc(NC(=S)NCCc2c[nH]c3ccccc23)cc1,-0.4%,?,3,·,2%,9%,?,-2%,0,-2,-10
CCC(C)c1ccccc1NC(=O)c1cc(C)no1 (stereo not given),0.3%,-1%,4,0%,0%,25%,6,0%,-3,1,8
O=C(Nc1cccc2nsnc12)c1cccnc1,-0.5%,5%,8,0%,0%,-1%,4,1%,-3,-3,-8
Cc1csc2nc(O)c(C(=O)NCc3ccc4c(c3)OCO4)c(=O)n12,0.0%,·,-15,·,-12%,·,-2,·,12,·,-7
O=C(c1cc2ccccc2o1)N1CCN(c2cccc(C(F)(F)F)c2)CC1,-1.0%,·,·,-2%,0%,14%,1,2%,7,·,3
COc1ccc(NC(=O)N2CCN(C(=O)C3CCCO3)CC2)cc1 (stereo not given),-0.4%,5%,14,-1%,1%,0%,1,0%,1,0,8
CCn1cc(/C=N\NC(=O)c2ccc3c(c2)c(C)c(C)n3Cc2ccccc2)c(C)n1,-0.1%,-1%,-14,-5%,3%,-24%,0,0%,0,4,-12
CN(C(=O)CC1C(=O)NCCN1Cc1ccc(F)c(F)c1)C1CCCCC1 (stereo not given),0.0%,·,0,-5%,4%,16%,-1,·,5,·,4
COc1ccccc1CNC(=O)COc1cc2c(c3oc(=O)cc(C)c13)CCC(C)(C)O2,-0.3%,?,-10,·,2%,14%,16,-16%,-22,-1,1
COc1ccc(NC(=O)c2cccc(NC(=O)c3ccccc3)c2)c(OC)c1,-0.2%,1%,5,2%,3%,3%,28,1%,0,0,-15
O=c1c2oc3ccccc3c2[nH]c(=S)n1-c1ccccc1,0.3%,13%,4,0%,3%,13%,-7,2%,-11,2,1
Cc1ccc(NC2c3ncccc3C(=O)N2Cc2ccc(F)cc2)cc1 (stereo not given),0.1%,0%,4,4%,3%,3%,?,-1%,0,-1,-8
CCSc1ncc(Cl)c(C(=O)Nc2ccccc2C)n1,-0.5%,18%,?,0%,9%,42%[activator],4,·,6,0,-1
CCOC(=O)C1(CCc2ccccc2)CCN(C(=O)Cc2nonc2C)CC1,0.0%,?,?,5%,4%,3%,?,-21%,1,7,-7
CCCC(NC(=O)c1ccccc1)c1nc2ccccc2n1Cc1ccc(C(=O)OC)o1 (stereo not given),-0.1%,1%,-82*,0%,2%,-4%,?,-9%,1,-9,-4
Cc1cccc(OCc2n[nH]c(=S)n2C2CCCCC2)c1,0.3%,-13%,20,-3%,4%,-10%,0,0%,-5,0,-1
NC(=S)NNC(=O)c1cccc(Br)c1,0.2%,-2%,·,-1%,3%,11%,1,-4%,·,3,·
